From PubChem BioAssay
NR2E3 ag-1 – agonists of human NR2E3 nuclear receptor; 360,000 compounds, 0.35% hits; AID 602229; inhibition of corepressor binding, % at 3.98 µM; CHO-S Gal4-NCOR/VP16-NR2E3 two-hybrid, luciferase; Q9Y5X4;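 active = inhibition above the mean of all tested compounds plus 3 SD, cut at about 70% in these data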;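 also: 0% = DMSO with NR2E3 transfected cells and 100% = cells lacking NR2E3 construct; higher means lower luciferase signal from less NR2E3 corepressor binding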
Target sequence (Q9Y5X4 whole entry, looked up, the tested form may be a part): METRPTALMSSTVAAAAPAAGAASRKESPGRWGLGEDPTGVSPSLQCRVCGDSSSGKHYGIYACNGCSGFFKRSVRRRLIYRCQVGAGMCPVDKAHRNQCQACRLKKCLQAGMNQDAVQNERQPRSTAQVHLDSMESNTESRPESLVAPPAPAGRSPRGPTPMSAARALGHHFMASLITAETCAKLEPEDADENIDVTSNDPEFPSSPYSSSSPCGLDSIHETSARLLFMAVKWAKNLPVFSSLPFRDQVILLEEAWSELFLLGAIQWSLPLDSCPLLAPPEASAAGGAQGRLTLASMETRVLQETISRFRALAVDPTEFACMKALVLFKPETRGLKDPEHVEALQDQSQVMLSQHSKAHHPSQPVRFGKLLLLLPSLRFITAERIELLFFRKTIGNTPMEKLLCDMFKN
NR2E3 ag-2 – agonists of human nuclear receptor NR2E3; AID 2300; inhibition of corepressor binding, % at 4.78 µM; 320,000 compounds, 0.12% hits; Q9Y5X4; GST-NR2E3/biotin-RetCOR TR-FRET, 1536-well;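 active = percent inhibition above the cutoff of mean plus 3 SD of all tested compounds, set per screening campaign, cut at about 20% in these data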;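 also: 0% = DMSO wells and 100% = biotin wells as full block of FRET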
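System: GST-tagged NR2E3 plus biotinylated RetCOR corepressor; Buffer or medium: pH 7.5 Tris-based buffer; Probe or stimulus: RetCOR corepressor, biotinylated, 7 nM; Doses: compound at 4.8 µM, single dose; Schedule: 5 h incubation at 4 °C; Technique: time-resolved FRET; Evaluation: percent inhibition of TR-FRET ratio; Replication: one well per compound, singlicate testing.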
aDG glyco up – alpha-DG glycosylation activation | Pro5-aDG cells, alpha-DG glycosylation AlphaScreen (IIH6); 0% Pro5, 100% B10-LARGE cell signal | activation, % at 10 µM | 360,000 compounds, 0.22% hits | AID 624168;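 active = activation of at least 8% versus controls, or a plate z-score of at least 8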;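 also: Pro5 are CHO cells carrying HIG-tagged alpha-DG that lacks glycosylation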
KKLEB cytotox – reduces viability of KKLEB cystic fibrosis airway cells; KKLEB CF airway cells viability, ATPlite luminescence, overnight; hits give low values; cells stimulated with P. aeruginosa culture filtrate; activity change (cytotoxicity), % at 5 µM; 360,000 compounds, 0.36% hits; AID 602141;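 active = corrected activity change at or below -50% at 5 µM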
HIF-2a block – inhibitors of HIF-2a; 786-0 RCC cells HIF-2a reporter, luciferase luminescence, overnight; inhibition, % at 18.8 µM; 360,000 compounds, 0.72% hits; AID 624352;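 active = inhibition of the luminescence signal of 40% or more relative to plate controls, in a single-dose primary screen at 18.75 µM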
iPSC survival up – hiPSC single-cell survival enhancement | ATPlite luminescence; 100% = ROCK inhibitor wells, 0% = DMSO | survival enhancement, % at 20 µM | 360,000 compounds, 0.044% hits; in the data active = survival enhancement above about 18%;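 also: cells exposed to compounds for 16 hours before the ATP read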
TRPM1 prom inh – MITF TRPM1 promoter inhibition in SK-MEL-5 cells; SK-MEL-5 TRPM1 promoter luciferase, 24 h; inhibition, % at 12.5 µM; 330,000 compounds, 0.83% hits; AID 488899;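 active = mean inhibition across replicates of 60% or more, whatever share of single replicates reaches that level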; also: values of inactives mirror those of a sister screen read the other way
Peg3 prom inh – Peg3 promoter activity inhibition | inhibition, % at 20 µM | HeLa PEG-Prom luciferase reporter, luminescence, overnight | 360,000 compounds, 1.7% hits;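 active = inhibition of at least 50% at 20 µM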
Shn3 inh set2 – reduces Shn3 3'UTR luciferase signal in osteoblasts | Clone20 osteoblast Shn3 3'UTR firefly luciferase, 24 h | inhibition, % at 12.5 µM | 360,000 compounds, 0.52% hits;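 active = mean inhibition of at least 75% with every replicate also reaching 75%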;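 also: 0% = median of neutral control wells and 100% = pilot-screen positive control compound; some compounds past the cut are filed as inactive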
CF NFkB inh – cystic fibrosis NF-kB activation inhibition. AID 588850. KKLEB NF-kB-GFP reporter, PAF-induced, GFP fluorescence overnight. inhibition, % at 5 µM. 360,000 compounds, 0.86% hits;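 active = at least 50% inhibition at 5 µM, scaled per plate between neutral and stimulator controls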;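 also: PAF is a Pseudomonas aeruginosa culture filtrate used as stimulus; plate controls were PAF-stimulated DMSO wells for no effect and unstimulated DMSO wells for full effect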
TWEAK Fn14 block – inhibitors of TWEAK-Fn14 interaction signaling; TWEAK-stimulated Fn14 reporter cells, luciferase luminescence, 8 h; 360,000 compounds, 2% hits; inhibition, % at 10 µM; AID 1159606; in the data active = inhibition above about 50%
* = called active by the depositor; . = no result given.

SMILES | NR2E3 ag-1 | NR2E3 ag-2 | aDG glyco up | KKLEB cytotox | HIF-2a block | iPSC survival up | TRPM1 prom inh | Peg3 prom inh | Shn3 inh set2 | CF NFkB inh | TWEAK Fn14 block
Cc1ccc(S(=O)(=O)N2CCCCC2)cc1NC(=O)COC(=O)CNC(=O)c1cc(Cl)cc([N+](=O)[O-])c1 | -1 | -1 | -0.3 | -4 | 13 | 1.2 | -10 | 12 | -2 | 2 | 3
O=C(CSc1nc(Cc2ccccc2)nc2ccccc12)c1ccc2c(c1)OCCO2 | -12 | -2 | 0.2 | -7 | -17 | -0.6 | 5 | 19 | -3 | -4 | -102
Cc1ccc(NC(=O)C2CCCN2c2nn3c(=O)cc(C)nc3s2)cc1 (stereo not drawn) | 18 | 0 | -0.1 | -3 | 16 | 0.5 | -1 | -7 | -1 | 6 | -13
C=CCN1C(=O)/C(=C/c2ccc(-c3ccc(F)cc3)o2)SC1=S | 7 | -4 | -0.3 | -8 | -68 | 1.6 | -30 | -83 | 15 | -7 | 12
Cc1ccccc1Cn1cnc2c(nnn2Cc2ccc(F)cc2)c1=O | -14 | 2 | -0.1 | -13 | -4 | 0.4 | 3 | 14 | 17 | 26 | 6
CCOn1c(=O)c(-c2cccc([N+](=O)[O-])c2)[n+]([O-])c2ccccc21 | -26 | 1 | -0.2 | -3 | 13 | -1.9 | 8 | 18 | 13 | 4 | 8
O=S(=O)(NC1CC1)c1ccc(S(=O)(=O)N2CCc3ccccc32)cc1 | 26 | 3 | 1.2 | 6 | 7 | -1.3 | 8 | 30 | 34 | 1 | 0
CCn1ncc([N+](=O)[O-])c1C(=O)N1CCc2ccccc2C1 | -42 | -2 | 0.0 | 4 | -22 | -0.2 | 2 | -32 | -3 | -5 | 6
COc1ccc(NC(=O)CN(C)S(=O)(=O)c2ccccc2)cc1OC | -21 | 2 | 0.0 | 2 | -1 | 3.8 | 1 | -6 | -16 | -3 | -11
Cc1ccc(CC(=O)N(C)CC(=O)N(CC(C)C)c2c(N)n(CC(C)C)c(=O)[nH]c2=O)cc1C | -22 | 0 | 0.2 | -4 | 10 | 1.2 | 2 | -1 | -33 | 23 | 0
CC(C)(C)C(=O)C[n+]1cccc(C(N)=O)c1 | 3 | -1 | -0.1 | 17 | 13 | 2.4 | 7 | 24 | 0 | -11 | -3
COc1cccc(C(=O)c2c(-c3ccccc3)ncc3cc(OC)c(OC)cc23)c1 | -37 | . | -0.4 | 0 | -1 | 0.6 | -8 | 9 | 4 | 20 | -27
O=C(N/C(=C\c1ccc([N+](=O)[O-])cc1)C(=O)N1CCCCC1)c1ccco1 | 1 | -2 | -0.1 | 1 | 0 | 0.4 | 4 | 23 | 12 | 7 | 7
Fc1cc(Cl)ccc1Nc1nc(NCc2ccccc2)nc2ccsc12 | 13 | . | 2.9 | -22 | -14 | 0.5 | . | -9 | 22 | 25 | 36
OCn1c2ccccc2c2ccccc21 | -21 | 0 | 0.0 | -5 | 10 | -0.2 | 4 | 13 | -8 | -15 | 3
CCN(CC)C(=S)NC(=O)c1cccnc1 | -25 | 0 | 0.0 | 21 | 9 | -1.5 | 2 | -4 | -10 | -28 | 0
COc1ccc(NC(=O)CSc2cn[nH]n2)c(OC)c1 | -1 | 3 | -0.1 | 3 | 7 | 1.1 | -5 | 18 | 18 | 6 | 9
CCn1c(CSc2nc3ccccc3s2)nnc1SCC(N)=O | -23 | 4 | -0.1 | -5 | -8 | -0.9 | 10 | 11 | 4 | 12 | 0
C=CCNc1nc(C(=O)OCC(=O)c2ccc(Cl)cc2)cs1 | -1 | -1 | -0.1 | 5 | -7 | 0.2 | -15 | -18 | -5 | -28 | -2
COc1ccc(C2CC(c3ccc(Cl)cc3Cl)Nc3nc(N)nn32)cc1 (stereo not drawn) | -31 | -2 | -0.1 | 5 | 20 | -1.0 | 3 | 11 | 27 | 2 | -14
CN(Cc1ccccc1)C(=O)COC(=O)c1cc2ccccc2oc1=O | -14 | . | -0.1 | 2 | 9 | 0.2 | 3 | -3 | -3 | -25 | 3
CC1CC(C)(C)NC(=S)N1CC(=O)NCc1ccc(Cl)cc1 (stereo not drawn) | -24 | 4 | 0.2 | -5 | 4 | 1.7 | -4 | 1 | 12 | -7 | -3
O=C(Cc1cccs1)Nc1ccc(S(=O)(=O)N2CCCCC2)cc1 | 16 | 2 | 0.1 | 4 | 20 | 0.8 | -3 | 5 | -9 | 6 | 13
Cc1ccc(CNC(=O)C2CC(c3ccccc3C(F)(F)F)=NO2)cc1 (stereo not drawn) | 11 | 4 | 0.0 | 3 | -17 | 4.0 | 0 | 6 | -33 | -6 | -6

One compound at a time (already shown). Order of values: NR2E3 ag-1 | NR2E3 ag-2 | aDG glyco up | KKLEB cytotox | HIF-2a block | iPSC survival up | TRPM1 prom inh | Peg3 prom inh | Shn3 inh set2 | CF NFkB inh | TWEAK Fn14 block
C=CCNc1nc(C(=O)OCC(=O)c2ccc(Cl)cc2)cs1 is listed as -1 | -1 | -0.1 | 5 | -7 | 0.2 | -15 | -18 | -5 | -28 | -2
OCn1c2ccccc2c2ccccc21 is listed as -21 | 0 | 0.0 | -5 | 10 | -0.2 | 4 | 13 | -8 | -15 | 3
O=C(N/C(=C\c1ccc([N+](=O)[O-])cc1)C(=O)N1CCCCC1)c1ccco1 is listed as 1 | -2 | -0.1 | 1 | 0 | 0.4 | 4 | 23 | 12 | 7 | 7

Next section:
SMILES | NR2E3 ag-1 | NR2E3 ag-2 | aDG glyco up | KKLEB cytotox | HIF-2a block | iPSC survival up | TRPM1 prom inh | Peg3 prom inh | Shn3 inh set2 | CF NFkB inh | TWEAK Fn14 block
CN1OC[C@@H]2CN(C(=O)C(C)(C)C)[C@H](c3ccc(-c4cc5ccccc5o4)cc3)C[C@@H]21 | -9 | . | -0.1 | -5 | 23 | -1.4 | . | 11 | -4 | 0 | 19
C/C(Cl)=C\C[N+](C)(C)CC(=O)OCCc1ccccc1 | 11 | -1 | 0.1 | -1 | 19 | -0.6 | . | -3 | 0 | -10 | -8
Nc1ccc(C2(c3ccc(N)cc3)c3ccccc3C(=O)c3ccccc32)cc1 | 19 | 1 | 0.1 | 1 | 42* | 0.4 | 7 | 44 | -16 | 21 | 16
COc1ccc(CN(C)C(=O)CCNS(=O)(=O)c2ccccc2)c(OC)c1 | 4 | . | 1.0 | -3 | 7 | -0.3 | . | 0 | 11 | -6 | -9
COc1ccc(NC(=O)Cc2ccc(C)c(C)c2)cc1Cl | -6 | 1 | 0.0 | 0 | -47 | -0.3 | -9 | -17 | -14 | 11 | 23
CC1(CC(=O)Nc2ccccc2)NC(=S)N(c2ccccc2)N1 (stereo not drawn) | -43 | -1 | 0.0 | -2 | -60 | 0.9 | -8 | -56 | -21 | -17 | -8
O=C(NNC(=O)c1cc(-c2ccccc2Cl)nc2ccccc12)c1csc(N2CCOCC2)n1 | -3 | -2 | 0.1 | 1 | 7 | -0.5 | -10 | -13 | -16 | -24 | -4
CC(C)CC(=O)C1CCCN(C(=O)c2ccc3oc(Cc4ccccc4)nc3c2)C1 (stereo not drawn) | -17 | 1 | -0.1 | -6 | -11 | 0.1 | 0 | -10 | 13 | 0 | -20
COC(=O)c1cccnc1-n1c(=O)c2cccnc2n(Cc2ccc(Cl)cc2)c1=O | -5 | 1 | 0.2 | 9 | 17 | 0.7 | 18 | 11 | 6 | 1 | 2
COc1ccc(NC(=O)c2ccccc2-c2ccccc2)c(C)c1 | 4 | -5 | -0.1 | 4 | 4 | 0.3 | 8 | -7 | 7 | 6 | 7
CN(CC(=O)Nc1cccc(F)c1)C(=O)c1ccc(-c2ccc(Cl)cc2)o1 | -25 | -1 | 0.3 | 10 | -71 | 0.2 | -25 | -25 | 8 | -35 | -11
CCN1C(=O)CSc2ccc(C(=O)NCc3ccccc3)cc21 | 15 | -1 | 0.3 | -14 | -5 | 0.6 | 1 | 10 | -4 | 22 | 10
C/C(=N/NC(=O)c1cccc(Br)c1)C1CC2CCC1C2 (stereo not drawn) | -55 | -1 | -0.1 | 20 | 4 | -0.3 | -1 | -9 | -12 | -13 | 6
O=C(c1ccc(Cl)cc1)c1ccc(OCC(O)CN2CCOCC2)cc1 (stereo not drawn) | 2 | 1 | 0.0 | -17 | -3 | 3.2 | 8 | 8 | 6 | -20 | -6
O=S(=O)(c1cccnc1)N1CCCC(Nc2ccc(F)c(F)c2)C1 (stereo not drawn) | 3 | . | 0.0 | -14 | 16 | 1.5 | . | 7 | 0 | -3 | 19
C=CCSc1nnc(-c2sc(-c3ccccc3)nc2C)n1C | -67 | -2 | 0.2 | -10 | -106 | 0.1 | -31 | -92 | -25 | -10 | -2
CCOC(=O)/C=C1\CN(C(C)c2ccccc2)S(=O)(=O)c2ccccc21 (stereo not drawn) | -21 | 0 | 0.0 | 11 | 14 | 2.3 | 6 | 26 | 9 | -18 | -13
Cc1ccccc1-c1nnc(SCC(=O)NCc2ccc3c(c2)OCO3)n1C | -22 | 4 | 0.0 | 7 | 3 | -0.3 | 11 | -1 | 3 | 1 | -35
Cc1cc(C)c(NC(=O)Nc2ccccc2)c(C)n1 | -1 | 0 | -0.1 | -3 | 12 | -0.2 | 4 | -1 | 13 | 4 | 13
CC(C)=CCCC(C)N(C=O)C(C)CCC=C(C)C (stereo not drawn) | -2 | 0 | -0.1 | 2 | -2 | -1.3 | 2 | -36 | 10 | -1 | 53*
CN(C)C(=O)CSCc1c(Cl)cccc1Cl | 7 | 4 | -0.2 | 1 | 5 | 4.1 | -3 | 14 | -2 | -1 | -3
CCOC(=O)C1(Cc2ccccc2C(F)(F)F)CCN(CCCn2cccn2)CC1 | 1 | 3 | 0.4 | 2 | 7 | -1.6 | -3 | 22 | 14 | 5 | 2
N#Cc1cccc(NC(=O)N2CCC(c3nc4c(nnn4Cc4cccc(Cl)c4)c(=O)[nH]3)CC2)c1 | 5 | 3 | 0.1 | -4 | 25 | 0.2 | 7 | 3 | -21 | -16 | -19
O=C1C(=C(O)c2ccccc2)C(=O)c2ccccc21 | 9 | 0 | -0.3 | 10 | -17 | -2.1 | -2 | 15 | -13 | -18 | 10
CC(Nc1ncnc2sccc12)c1ccccc1 (stereo not drawn) | 106* | -2 | 2.2* | 2 | 15 | -0.1 | 23 | 14 | 87* | -4 | 54*
Clc1ccc(-c2noc(CN3CCCC3)n2)cc1 | -39 | 3 | -0.1 | 5 | -196 | 3.4 | -53 | -186 | -33 | -5 | -19
COc1ccccc1CCn1cnc(Cc2ccccc2)c1C(C)C | 2 | . | 0.8 | . | -16 | -0.5 | . | . | . | . | -1
CCCc1cc(=O)oc2c3c(cc(OCC(=O)N[C@@H](CSC)C(=O)O)c12)OC(C)(C)CC3 | -35 | . | -0.1 | 15 | -20 | 0.2 | 1 | -9 | -7 | -10 | 1
O=C(Nc1cccc(OCC(=O)N2CCOCC2)c1)c1cccc(Cl)c1 | -14 | 4 | 0.4 | -8 | 5 | -0.3 | 9 | 4 | 15 | 17 | -16
CC(=O)c1ccc(NC(=O)/C=C/c2ccc(C)cc2)cc1 | -40 | -7 | 0.2 | 13 | -197 | 0.0 | -34 | -121 | -31 | -27 | -25
